# OX1R antag-1: OX1R (human) antagonism | OX1R-expressing cells, FRET antagonist read-out | actives 1.8% (n = 330,000) | O43613 | AID 485270 | inhibition, % at 6.6 µM; in the data active means inhibition mostly above about 38%, no sharp cut-off; inactive means mostly below about 40%;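 further: 0% = agonist challenge alone and 100% = reference antagonist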
# Target sequence (O43613 whole entry, looked up): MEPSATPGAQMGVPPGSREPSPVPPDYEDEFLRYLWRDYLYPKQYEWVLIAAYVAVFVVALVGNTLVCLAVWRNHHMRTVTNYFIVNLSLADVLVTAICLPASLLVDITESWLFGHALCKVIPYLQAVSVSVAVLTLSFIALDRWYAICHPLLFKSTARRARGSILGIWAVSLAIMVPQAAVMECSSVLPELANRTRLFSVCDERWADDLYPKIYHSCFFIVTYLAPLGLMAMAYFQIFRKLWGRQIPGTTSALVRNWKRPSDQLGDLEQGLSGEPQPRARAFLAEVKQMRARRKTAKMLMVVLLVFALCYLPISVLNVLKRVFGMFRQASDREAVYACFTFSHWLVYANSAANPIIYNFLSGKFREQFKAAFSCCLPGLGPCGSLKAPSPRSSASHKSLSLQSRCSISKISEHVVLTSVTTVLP
# OX1R antag-2: blocks the human orexin 1 receptor; O43613; CHO/OX1R cells, Fluo-8 calcium fluorescence, orexin A; inhibition, % at 5 µM; actives 0.43% (n = 330,000); AID 434989;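 active means inhibition above its plate's threshold, mean inhibition of all tested compounds on the plate plus 3 SD, cut at about 37% in these data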;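 further: 0% = orexin A challenge wells and 100% = SB-334867-A antagonist wells; not every result past the cut was called active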
# * = called active by the depositor; & = joins results of further samples.
# Sequence of screens – OX1R antag-1, OX1R antag-2
CCCCS(=O)(=O)N1CCN(C(=N)N[N+](=O)[O-])CC1
  20, -8
NS(=O)(=O)c1ccc(-c2ccc(C=C3C(=O)NC(=O)NC3=O)o2)cc1
  27, -2
CCN(CC)c1ccc(N=Cc2c(O)n(Cc3ccco3)c(=O)[nH]c2=O)cc1
  9, -23
O=C1NC(=O)C2(C(=O)N1)C(c1ccc(F)cc1)NC(=S)NC2c1ccc(F)cc1 (stereo unspecified)
  8, -27
CN1CCN(C(=S)SCC(=O)Nc2ccc(Cl)cc2C(=O)c2ccccc2)CC1
  22, -28
Cn1c[n+](C)cc1C(O)c1ccccc1 (stereo unspecified)
  0&1, -7&-13
CC12CN3CC(C)(CN(C1)C31CCSCC1)C2=O
  12, -6
COP(=O)(CC(=O)O)c1ccccc1 (stereo unspecified)
  4, -8
CCN1CCN(CC(=O)c2c(C)n(Cc3ccccc3)c3ccc(OC)cc23)CC1
  13, -36
Nc1nc(SCCC(F)=C(F)F)n[nH]1
  5, -10
O=C1CC(=O)N(c2cccc(F)c2)C(=O)N1
  7, -11
CCN1CCN(Cc2cc3c(cc2[N+](=O)[O-])OCO3)CC1
  27, -15
C[C@@H]1CC2C3CC=C4C[C@@H](O)CC[C@]4(C)C3CC[C@]2(C)[C@H]1O (stereo partly specified)
  1, -10
O=C(Cc1ccccc1)N1CCN(Cc2cccc(Br)c2)CC1
  6, -20
Clc1ccc(C(c2ccc(Cl)cc2)n2cc[n+](CC(OCc3ccc(Cl)cc3Cl)c3ccc(Cl)cc3Cl)c2)cc1 (stereo unspecified)
  14, 12
CC1CCCC(NC(=O)COC(=O)c2cn(C)c3ccccc23)C1C (stereo unspecified)
  17, -8
COc1ccc(C(=O)C2CCCN(Cc3ccccn3)C2)c(OC)c1 (stereo unspecified)
  6, -35
CC(C)c1ccc(N2C(=O)CC(=O)NC2=O)cc1
  3, -6
Cc1oc(-c2ccccc2)nc1CN1C(=O)C(C)N=C(c2ccccc2F)c2cc(Cl)ccc21 (stereo unspecified)
  31, -25
COc1ccc(OC)c(N2C(=O)/C(=C/c3ccco3)C(=O)NC2=S)c1
  7, -34
CCC(C)n1c(O)c(/C=N/Nc2ccccc2)c(=O)[nH]c1=S (stereo unspecified)
  22, -24
COc1ccc(C)cc1NC1=NC(C)(C)CS1
  24, -13
Cc1ccc(-c2nn(Cc3ccccc3)cc2C=O)cc1C
  3, -18
COCCO[C@H]1CC[C@@]2(C)C(=CCC3C2CC[C@@]2(C)C3CC[C@]2(C)O)C1 (stereo partly specified)
  13, -5
CC(=NCCC(c1ccccc1)c1ccccc1)c1c(O)n(C)c(=O)n(C)c1=O
  13, -13
COc1ccc(C(=O)c2nc3ccccc3n2C(C)C)cc1
  15, -31
Cc1cccc(NC(=O)C(C)N2CC=C(c3ccccc3)CC2)c1 (stereo unspecified)
  15, -37
Cc1cnc(NC(=O)CN2CCCCC2)s1
  -3, -11
C/C(CC(c1ccccc1)c1c(O)c2ccccc2oc1=O)=N\Nc1ccc([N+](=O)[O-])cc1[N+](=O)[O-] (stereo unspecified)
  41, -11
CCC(=NCC1CCCO1)c1c(O)n(-c2ccccc2C)c(=O)[nH]c1=O (stereo unspecified)
  -4, -10
Cc1ccc(N2C(=O)NC(=O)/C(=C\C=C\c3ccco3)C2=O)cc1
  10, -5
CC(=O)c1c(O)n(-c2cccc(Cl)c2)c(=O)[nH]c1=O (tested in a mixture with another compound)
  1, -8
CCCNS(=O)(=O)c1ccc(OCC(=O)N2CCN(Cc3ccc4c(c3)OCO4)CC2)c(C)c1
  23, -14
CCCCn1c(NC(=O)c2ccc(Br)o2)c(C(=O)OCC)c2nc3ccccc3nc21
  30, -23
CC(=O)Nc1ccc(OC(=O)N(C)c2ccccc2)cc1
  14, -16
Cc1ccccc1-n1c(-c2ccco2)nc2ccccc2c1=O
  11, -24
Nc1ncc2[nH]cnc2n1
  15&12, 4&12
Fc1ccc(C[n+]2c(-c3ccccc3)cc(-c3ccccc3)cc2-c2ccccc2)cc1
  19, 15
CN(C)C(CNC(=O)Cc1c(Cl)cccc1Cl)c1ccccc1 (stereo unspecified)
  12, -14
Cc1cccc(-n2c(O)c(/C=N/Nc3nc4c(c(=O)n(C)c(=O)n4C)n3C)c(=O)[nH]c2=S)c1
  25, -21
O=[N+]([O-])c1ccc(Cl)c(Cl)c1Cl
  6, -12
O=c1[nH]c(=O)n(C2CCCCCC2)c(O)c1C=NCCCN1CCOCC1
  8, -26
Cc1ncc(CN2CCCC(C(=O)c3cccc(OC(C)C)c3)C2)s1 (stereo unspecified)
  10, -33
C[n+]1c2ccccc2nc2ccc(NCCO)cc21
  86*, -17
Cc1cccc(-n2c(O)c(C=Nc3ccc(Br)cn3)c(=O)[nH]c2=O)c1
  27, -10
CNC(=O)OCCc1nccn1C
  27, -5
OCCOc1ccccc1
  23, -9
O=C(O)C(Cc1cnc[nH]1)NS(=O)(=O)c1ccc(Cl)cc1 (stereo unspecified)
  -1, 35
O=c1[nH]c2ccccc2o1
  9, 4
COC(=O)C1=C(c2ccc(C(C)=O)cc2)C[C@@H]2CC[C@H]1N2C(=O)NC1Cc2ccccc2C1
  3, -20
CN1C(=O)N(C)C(=O)C(CCc2ccncc2)(CCc2ccncc2)C1=O
  6, -14
CCCCCCn1c(O)c(/C=N/N2CCCCCC2)c(=O)[nH]c1=O
  15, -18
COC(=O)C1(C(=O)O)Cc2cc([N+](=O)[O-])ccc2N2CCCC21 (stereo unspecified)
  6, -16
CCOc1cccc(C2NCc3ccccc3-n3cccc32)c1O (stereo unspecified)
  23, -16
O=P(Nc1cccc(F)c1)(Oc1ccccc1F)Oc1ccccc1F
  6, -23
CCN(CC)C(=O)c1ccc(NC(=O)COC(=O)c2ccc(Cl)s2)cc1
  -1, -5
Cc1cccc(N2C(=O)/C(=C/N3CCN(C(=O)c4ccco4)CC3)C(=O)NC2=S)c1
  -3, -18
CCCCCCn1c(=O)c(C(=O)Nc2nc(CC(=O)OCC)cs2)c(O)c2ccccc21
  7, -19
CC(=O)C1C2c3ccccc3O[C@@]1(C)N=c1s/c(=C/c3ccoc3)c(=O)n12 (stereo partly specified)
  10, -11
S=P(Nn1cnnc1)(c1ccccc1)c1ccccc1
  17, -1

# In a second layout: entries from further up
COC(=O)C1=C(c2ccc(C(C)=O)cc2)C[C@@H]2CC[C@H]1N2C(=O)NC1Cc2ccccc2C1
- OX1R antag-1 = 3
- OX1R antag-2 = -20

CN1C(=O)N(C)C(=O)C(CCc2ccncc2)(CCc2ccncc2)C1=O
- OX1R antag-1 = 6
- OX1R antag-2 = -14

CCCCCCn1c(O)c(/C=N/N2CCCCCC2)c(=O)[nH]c1=O
- OX1R antag-1 = 15
- OX1R antag-2 = -18

COC(=O)C1(C(=O)O)Cc2cc([N+](=O)[O-])ccc2N2CCCC21 (stereo unspecified)
- OX1R antag-1 = 6
- OX1R antag-2 = -16

# Carrying on:
# Sequence of screens – OX1R antag-1, OX1R antag-2
CCOc1ccc(N2C(=O)/C(=C\c3cccs3)C(=O)NC2=S)cc1
  12, -12
COCCNC(=O)Cn1cc(C=C2C(=O)NC(=O)NC2=O)c2ccccc21
  2, -10
CC(=O)Nc1cc(C(=O)N2CCC3(CC2)OCCO3)ccc1S(=O)(=O)c1ccc(Cl)cc1
  -1, -28
O=C1N=c2ccccc2=C/C1=C\c1c(O)[nH]c(=S)[nH]c1=O
  43, 4
COc1ccccc1CNC(=O)CCC(=O)N1C[C@H]2C[C@@H](C1)c1cccc(=O)n1C2
  12, -3
CC(=O)OC1CCC2(/C=N/O)C(=CCC3C4CCC(=O)C4(C)CCC32)C1 (stereo unspecified)
  -3, -16
Cc1ccc2c(c1)C(c1ccccc1)NCC(=O)N2 (stereo unspecified)
  12, -6
Cc1ccc(C2N(c3cc(C)on3)C(=O)C3CCCN32)cc1 (stereo unspecified)
  -7, 1
CC(C)COP(=O)(OCC(C)C)C(O)c1cccnc1 (stereo unspecified)
  6, 8
O=C1Nc2ccc(Br)cc2C(c2ccccc2)=NC1O (stereo unspecified)
  -2, 4
Cc1cc(OCC(=O)N2CCC(C(=O)NCC(C)C)CC2)c2c3c(c(=O)oc2c1)CCCC3
  0, -3
O=c1c2ccccc2nc(-c2ccccc2)n1-c1cccc(O)c1
  19, -43
C=CCn1c(O)c(/C(C)=N/N2CCN(C)CC2)c(=O)[nH]c1=O
  5, -7
O=C1NC(=O)C(=Cc2ccc(-c3ccc(F)cc3O)o2)C(=O)N1
  25, -13
Cc1ccc(NP(=O)(Oc2ccccc2F)Oc2ccccc2F)cc1
  13, 3
CC(C)Oc1ccc(C2(C#N)CC[N+](C)(C)CC2)cc1
  11, -4
CCCCn1c(O)c(C(=O)/C=C/c2c[nH]c3ccccc23)c(=O)[nH]c1=O
  6, 20
O=c1[nH]c(=O)n(Cc2ccccc2)c(O)c1C=NCCCO
  0, 5
Cc1cccc(OCCn2cccc2/C=C2/C(=O)NC(=O)N(Cc3ccco3)C2=O)c1
  8, -19
Cc1cccc(CNCCc2ccccc2)n1
  17, -6
COC(=O)C1=C(c2cccc(C#N)c2)C[C@@H]2CC[C@H]1N2C(=O)NCC1CC1
  9, -36
O=C(NCCN1CCOCC1)c1ccc(Cl)nc1Cl
  -1, 10
O=[N+]([O-])c1ccc(NCCO)c2ncccc12
  54, 3
CN(C)C(=O)Oc1ccc(OCc2n(C)c3ccccc3[n+]2C)cc1
  19, 3
Cc1cccc(-n2c(O)c(/C=N/N3CCOCC3)c(=O)[nH]c2=S)c1
  6, -6
O=C(NC1CC1)C1CSC(c2cccnc2)=N1 (stereo unspecified)
  7, 1
COC(=O)C1=C(c2ccc(OC(F)(F)F)cc2)C[C@@H]2CC[C@H]1N2C(=O)NC(C)C
  5, -21
CC1=NCCc2c1[nH]c1cc(O)ccc21
  16, 2
COc1cc(OC)cc(-n2nc(C(=O)N3CCC4(CC3)OCCO4)c3ccccc3c2=O)c1
  18, -29
Cc1ccc2c(c1)C1CN(C)CCC1N2C(=O)c1cn(-c2ccccc2)nc1-c1ccccc1 (stereo unspecified)
  5, -6

# Profiles from above.
# Shown for CC(C)Oc1ccc(C2(C#N)CC[N+](C)(C)CC2)cc1 = OX1R antag-1: 11; OX1R antag-2: -4
# Shown for CC(C)COP(=O)(OCC(C)C)C(O)c1cccnc1 (stereo unspecified) = OX1R antag-1: 6; OX1R antag-2: 8

# The results go on:
molecule	OX1R antag-1	OX1R antag-2
O=C(CN1CCCCC1)c1ccc(F)cc1	12	6
Cc1cccc(NP(=O)(Oc2ccccc2)Oc2ccccc2)c1C	17	4
Cc1ccccc1N1C(=O)CC(=O)NC1=O	17	-12
CCn1cc(C(=O)N2CCCCC2)c2ccccc21	9	-16
C=C1[C@@H](OC(C)=O)[C@]23C[C@@H]1[C@@H](OC(C)=O)CC2[C@]12C4C[C@H]3[C@H]1N(CC)C[C@]4(C)CC[C@@H]2O (stereo partly specified)	8	-33
COC(=O)C1C(OC(=O)c2ccccc2)CC2CCC1N2C (stereo unspecified)	-1&6	-52&5
CC(Cc1cnccn1)NCc1c(C(=O)N2CCCCCCC2)nc2ccc(Cl)cn12 (stereo unspecified)	14	-8
CC(N)C(=O)OC(C)(C)Cc1ccc(Cl)cc1 (stereo unspecified)	6	-7
Cc1cc(N=Nc2ccccc2C)ccc1N	8	-10
COc1ccc(C2CC(c3c(O)n(CCc4ccccc4)c(=O)[nH]c3=O)=NN2)cc1OC (stereo unspecified)	1	-23
CCCNC(=O)N1[C@H]2CC[C@@H]1C(C(=O)OC)=C(c1cccc(Cl)c1)C2	2	-7
O=C(Nc1cccnc1)c1c(O)c2c(n(Cc3ccccc3)c1=O)CCCC2	10	-29
Cn1c(C(=O)O)c(CC(=O)N2CCN(Cc3ccccc3)CC2)c2ccccc21	12	-21
CCC(=O)OC1(c2ccccc2)CCN(C)CC1C (stereo unspecified)	4	-9
O=C1NC(=O)N(c2ccc3c(c2)OCO3)C(=O)/C1=C\c1ccc(N2CCCCC2)o1	71*	-4
Cc1cc(/C=C2\C(=O)NC(=O)N(c3ccc(Br)cc3)C2=O)c(C)n1-c1cc(C(=O)O)cc(C(=O)O)c1	6	-4
C1=NCCc2c1[nH]c1ccccc21	8	-3
C[C@]12CCC3C(CC[C@H]4C[C@H](O)CC[C@]34C)C1CCC2=O (stereo partly specified)	5	-11
CC(C)c1cccc(C(C)C)c1OCCn1ccnc1	35	-13
COC(=O)C1=C(c2ccc(OC(F)(F)F)cc2)C[C@@H]2CC[C@H]1N2C(=O)NCCCOC(C)C	2	9
CC(Cc1ccccc1)/[N+]([O-])=C\c1ccc(C(F)(F)F)cc1 (stereo unspecified)	29	-14
CN(C)C(=O)Oc1cccc(NC(=O)c2ccccc2C(F)(F)F)c1	13	-14
COc1ccc(C(c2c(O)c3ccccc3oc2=O)c2c(C)n(C)n(-c3ccccc3)c2=O)cc1 (stereo unspecified)	23	-9
Cc1ccc(-c2cc(-c3ccc(C)cc3)[n+](-c3ccc(C(=O)O)cc3)c(-c3ccc(C)cc3)c2)cc1	37	-10
CN(C)C1(CNC(=O)c2cc(S(=O)(=O)N3CCOCC3)c(Cl)cc2Cl)CCCCC1	17	-21
COC(=O)c1ccc(CN2CCN(Cc3ccccc3)CC2)cc1	12	-10

# Retrieved one by one from the entries so far (two):
molecule	OX1R antag-1	OX1R antag-2
CCN1CCN(CC(=O)c2c(C)n(Cc3ccccc3)c3ccc(OC)cc23)CC1	13	-36
COC(=O)C1=C(c2ccc(C(C)=O)cc2)C[C@@H]2CC[C@H]1N2C(=O)NC1Cc2ccccc2C1	3	-20

# Bioassay records: PubChem, The Scripps Research Institute Molecular Screening Center

# An excerpt; count on the stated rates, not on these rows.
